# Assay outcomes: PubChem, Broad Institute
# ARNT TACC3 PPI = disruptors of human ARNT/TACC3 interaction; Q9Y6A5; AlphaScreen His-ARNT PAS-B/GST-TACC3 binding, luminescence; TACC3 fragment carries E629A point mutation; inhibition, % at 9.99 µM; 390,000 tested, 0.66% active; AID 623870;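 active = mean inhibition of replicates at least 50% and at least half of replicates each reaching 50%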;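 also: 0% = complete ARNT plus TACC3 wells and 100% = ARNT alone without TACC3; many hits fall short of the cut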
# INS-1E GSIS act = primary screen for activators of insulin secretion dependent on glucose, INS-1E cells, GLuc reporter luminescence; INS-1E GLuc reporter insulin secretion, 2-3 h; activation, % at 16.6 µM; 370,000 tested, 0.61% active; AID 743287;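 active = lowest replicate activation of at least 40%, so every replicate reaches that level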;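 also: 0% = median of neutral control wells and 100% = median of IBMX positive control wells; some compounds called inactive have numbers as strong as hits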
# CFTR F508del cor = correctors of CFTR F508del function in bronchial epithelial cells | 350,000 tested, 0.36% active | activity (quench increase), % at 7.58 µM | CFBE cells, YFP halide quenching; stimulated with forskolin plus potentiator P3; % fluorescence drop versus neutral controls;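 active = mean added fluorescence quench of at least 8% versus neutral control, with both replicates also reaching 8%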;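 also: cells transiently co-express mutant CFTR-F508del with the halide-sensitive YFP; corrector assay measuring rescue of mutant channel to the surface after 24 h compound exposure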
# ERAP1 HTS inh = inhibitors of human ERAP1 aminopeptidase; Q9NZ08; recombinant ERAP1, Leu-AMC fluorescence, 60 min; inhibition, % at 10.7 µM; 340,000 tested, 0.15% active;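 active = mean replicate inhibition of at least 30%, or all replicates individually reaching that 30% level; inactive = mean below 30% and not every replicate reaching it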;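 also: 0% = neutral control wells and 100% = L-leucinethiol positive control wells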
# RAD52 inh = inhibitors of human RAD52 DNA annealing; P43351; recombinant RAD52 DNA annealing, FRET fluorescence; inhibition, % at 18.7 µM; 360,000 tested, 0.46% active; AID 651710;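 active = every replicate showing at least 50% inhibition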
# Target sequence (P43351 whole entry, looked up): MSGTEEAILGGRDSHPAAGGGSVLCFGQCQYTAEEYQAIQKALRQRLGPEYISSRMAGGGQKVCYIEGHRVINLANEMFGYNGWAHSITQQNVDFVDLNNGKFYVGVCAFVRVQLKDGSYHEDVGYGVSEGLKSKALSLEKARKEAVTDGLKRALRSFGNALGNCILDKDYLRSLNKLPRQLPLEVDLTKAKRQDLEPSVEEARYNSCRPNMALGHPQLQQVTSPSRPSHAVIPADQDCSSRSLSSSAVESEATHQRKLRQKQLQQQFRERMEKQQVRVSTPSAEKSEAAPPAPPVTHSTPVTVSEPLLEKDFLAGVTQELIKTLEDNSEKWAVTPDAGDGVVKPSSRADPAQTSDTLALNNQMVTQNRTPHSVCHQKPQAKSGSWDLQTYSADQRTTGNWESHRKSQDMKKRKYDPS
# RAD54 inh = RAD54 (human) branch migration inhibition; RAD54 Holliday junction branch migration, FAM/BHQ fluorescence; inhibition, % at 10.4 µM; Q92698; 360,000 tested, 0.14% active; AID 602329;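 active = mean normalized replicate activity at least 40 and at least half of replicates scoring 40 or more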;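 also: 0% = median of neutral control wells and 100% = median of positive control wells; inhibitors cause a drop in the FAM fluorescence signal; in these data hits start at about 50%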
# XiGFP reactiv = activators of X-chromosome reactivation in mouse fibroblasts | XiGFP mouse fibroblasts, % GFP-positive cells imaging, 3 d; cells co-treated with 5-aza-dC sensitizer; scaled so ellipticine positive control = 100% | activation, % at 7.58 µM | 360,000 tested, 0.055% active;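 active = mean normalized replicate activation at least 10% and every replicate at or above 10%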;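 also: 0% = median of on-plate neutral control wells and 100% = ellipticine 6 µM median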
#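 System: SV40-immortalized XiGFP fibroblast cells, line 68-5-11 / Incubation: 3-day compound exposure, then 15 min fixation at room temperature / Compound: single concentration per compound, delivered by pin transfer / Buffer or medium: DMEM plus 5-aza-dC sensitizer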
# esBAF inh = SWI/SNF esBAF complex inhibition | mouse ES cells, Bmi1-luciferase knock-in reporter, 24 h; 100% = twice the neutral-well signal | 350,000 tested, 2% active | AID 602393 | reporter increase, % at 12.5 µM; in the data active = activation above about 40%;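 also: 0% = median of the plate's neutral control wells and 100% = double that signal; a rise in the Bmi1 reporter signal indicates esBAF inhibition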
# Numbers without * were called inactive; nt = not tested or not shown; & = joins results of further samples. The order is random. Share with any hit: about 3.3%.
SMILES,ARNT TACC3 PPI,INS-1E GSIS act,CFTR F508del cor,ERAP1 HTS inh,RAD52 inh,RAD54 inh,XiGFP reactiv,esBAF inh
ClCc1nnc(-c2ccccc2)o1,-5,-14,-1.0,7,6,nt,0.0,nt
Cc1cc(=O)oc2cc(OCc3c(F)cccc3Cl)ccc12,nt,nt,-2.3,3,-10,nt,-0.1,nt
COc1ccc(NC(=O)N(C)C[C@H]2Oc3ccc(NC(=O)Nc4ccc(F)cc4)cc3C(=O)N([C@H](C)CO)C[C@@H]2C)cc1,2,-1,0.4,-2,-23,7,-1.0,6
C[C@H]1CN([C@@H](C)CO)C(=O)Cc2cc(NC(=O)Cc3cn(C)c4ccccc34)ccc2O[C@@H]1CN(C)Cc1ccc(C(=O)Nc2ccccc2N)cc1,-5,-33,-1.7,0,0,3,-0.4,-4
O=C(Nc1cccc(S(=O)(=O)N2CCCC2)c1)c1ccccc1OC(F)F,2,-7,1.1,5,2,-6,0.3,nt
O=C(NNC1CC(=O)N(c2ccc(Br)cc2)C1=O)c1ccco1 (stereo unspecified),-11,-3,0.6,-2,-13,4,0.0,-4
COCC(=O)Nc1ccc2c(c1)[C@@H]1C[C@@H](CC(=O)NCc3cccnc3)O[C@@H](CO)[C@@H]1O2,2,14,-1.1,-1,-6,-7,-0.1,2
COCC(=O)N1CC2(C1)CN(Cc1cc(F)ccc1F)[C@H](CO)c1[nH]c3cc(OC)ccc3c12,nt,9,-0.1,3,-26,nt,0.1,nt
COc1ccc(NC(=O)CC(Cc2ccc(Cl)cc2)C(=O)O)cc1 (stereo unspecified),1,-6,2.9,0,-5,nt,0.0,-9
COc1cccc(S(=O)(=O)N[C@@H]2CC[C@H](CC(=O)NC3CCC3)O[C@H]2CO)c1,-7,-3,1.5,0,-1,-10,0.2,5
C[C@H]1CN([C@@H](C)CO)C(=O)CCCn2nncc2CO[C@H]1CN(C)S(=O)(=O)c1ccc(F)cc1,1&1,4&-3,2.9&-1.2&2.7,-3&-1&-1,-7&12&8,-6&-1&-11,0.1&0.1,1&-5&-2
COc1ccc(CN(C)C[C@H]2OCCCC[C@H](C)Oc3ccc(NS(=O)(=O)c4ccc(F)cc4)cc3C(=O)N([C@@H](C)CO)C[C@H]2C)cc1,4,-31,0.7,1,37,3,0.0,0
C/C(=N\Nc1ccc([N+](=O)[O-])cc1)c1ccc(C#N)cc1,24,-1,1.3,4,8,4,-0.1,8
CCOc1ccc(NC(=S)NCCCN2CCN(c3ccc(OC)cc3)CC2)cc1,2,-36,0.0,nt,-4,9,0.0,-5
COc1ccccc1N1CCN(C(=O)CSc2nnc3n2C(C)(C)Cc2ccccc2-3)CC1,10,-29,nt,nt,nt,-2,nt,-5
Cc1noc(C)c1S(=O)(=O)N(C)C[C@H]1OCCCC[C@@H](C)Oc2ccc(NC(=O)c3ccccc3)cc2C(=O)N([C@@H](C)CO)C[C@H]1C,-4,-15,0.2,3,-69,-4,-0.4,5
CCN(CC)c1ccc(CN(C(=O)c2cc(OC)c(OC)c(OC)c2)C2CCS(=O)(=O)C2)cc1 (stereo unspecified),-7,2,nt,0,-7,-3,nt,-7
C[C@@H]1CN([C@@H](C)CO)C(=O)Cc2cc(NS(=O)(=O)c3ccccc3)ccc2O[C@@H]1CN(C)C(=O)NC1CCCCC1,-1,-6,-1.4,-3,3,-5,-1.1,-4
COc1ccc(-c2cnc3ccccc3n2)cc1NC(=O)CNC(=O)c1ccccc1,-16,16,1.6,-4,-11,12,-0.1,nt
CCOC(=O)c1cc(C(C)C)sc1NC(=O)COC(=O)CCS(=O)(=O)c1ccccc1,0,nt,-0.8,-1,-15,-6,-0.1,nt

# An excerpt of these results, with values under each structure:
# The line under a structure holds: ARNT TACC3 PPI | INS-1E GSIS act | CFTR F508del cor | ERAP1 HTS inh | RAD52 inh | RAD54 inh | XiGFP reactiv | esBAF inh
C[C@H]1CN([C@@H](C)CO)C(=O)Cc2cc(NC(=O)Cc3cn(C)c4ccccc34)ccc2O[C@@H]1CN(C)Cc1ccc(C(=O)Nc2ccccc2N)cc1
  -5 | -33 | -1.7 | 0 | 0 | 3 | -0.4 | -4
O=C(Nc1cccc(S(=O)(=O)N2CCCC2)c1)c1ccccc1OC(F)F
  2 | -7 | 1.1 | 5 | 2 | -6 | 0.3 | nt
O=C(NNC1CC(=O)N(c2ccc(Br)cc2)C1=O)c1ccco1 (stereo unspecified)
  -11 | -3 | 0.6 | -2 | -13 | 4 | 0.0 | -4
COCC(=O)Nc1ccc2c(c1)[C@@H]1C[C@@H](CC(=O)NCc3cccnc3)O[C@@H](CO)[C@@H]1O2
  2 | 14 | -1.1 | -1 | -6 | -7 | -0.1 | 2
COCC(=O)N1CC2(C1)CN(Cc1cc(F)ccc1F)[C@H](CO)c1[nH]c3cc(OC)ccc3c12
  nt | 9 | -0.1 | 3 | -26 | nt | 0.1 | nt
COc1ccc(NC(=O)CC(Cc2ccc(Cl)cc2)C(=O)O)cc1 (stereo unspecified)
  1 | -6 | 2.9 | 0 | -5 | nt | 0.0 | -9
COc1cccc(S(=O)(=O)N[C@@H]2CC[C@H](CC(=O)NC3CCC3)O[C@H]2CO)c1
  -7 | -3 | 1.5 | 0 | -1 | -10 | 0.2 | 5
C[C@H]1CN([C@@H](C)CO)C(=O)CCCn2nncc2CO[C@H]1CN(C)S(=O)(=O)c1ccc(F)cc1
  1&1 | 4&-3 | 2.9&-1.2&2.7 | -3&-1&-1 | -7&12&8 | -6&-1&-11 | 0.1&0.1 | 1&-5&-2
COc1ccc(CN(C)C[C@H]2OCCCC[C@H](C)Oc3ccc(NS(=O)(=O)c4ccc(F)cc4)cc3C(=O)N([C@@H](C)CO)C[C@H]2C)cc1
  4 | -31 | 0.7 | 1 | 37 | 3 | 0.0 | 0
C/C(=N\Nc1ccc([N+](=O)[O-])cc1)c1ccc(C#N)cc1
  24 | -1 | 1.3 | 4 | 8 | 4 | -0.1 | 8
CCOc1ccc(NC(=S)NCCCN2CCN(c3ccc(OC)cc3)CC2)cc1
  2 | -36 | 0.0 | nt | -4 | 9 | 0.0 | -5
COc1ccccc1N1CCN(C(=O)CSc2nnc3n2C(C)(C)Cc2ccccc2-3)CC1
  10 | -29 | nt | nt | nt | -2 | nt | -5
Cc1noc(C)c1S(=O)(=O)N(C)C[C@H]1OCCCC[C@@H](C)Oc2ccc(NC(=O)c3ccccc3)cc2C(=O)N([C@@H](C)CO)C[C@H]1C
  -4 | -15 | 0.2 | 3 | -69 | -4 | -0.4 | 5

# (cont.)
SMILES,ARNT TACC3 PPI,INS-1E GSIS act,CFTR F508del cor,ERAP1 HTS inh,RAD52 inh,RAD54 inh,XiGFP reactiv,esBAF inh
Cc1ccc(C)c(S(=O)(=O)NC(C)CCc2ccccc2)c1 (stereo unspecified),-5,-15,0.3,-4,18,24,nt,-7
CCNC(=O)[C@H]1[C@H](CO)[C@H]2Cn3c(ccc(-c4ccccc4F)c3=O)[C@@H]1N2Cc1cccnc1,-14,4,-0.5,-2,-2,5,0.2,-1
NS(=O)(=O)c1ccc(CCNc2nc(C(F)(F)F)nc3ccccc23)cc1,-5,-19,2.1,6,4,-4,0.7,4
Cc1cccc(CSc2nc3ccncc3n2CC(=O)Nc2cc(C)cc(C)c2)c1,-3,25,-0.6,4,-2,3,0.6,7
O=C(NCc1ccccc1)Nc1cccn(Cc2ccccc2Cl)c1=O,-4,10,-0.8,-3,-11,nt,0.0,nt
Cc1noc(C)c1S(=O)(=O)Nc1ccc2c(c1)C(=O)N([C@@H](C)CO)C[C@H](C)[C@@H](CN(C)C(=O)Nc1ccc(F)cc1)OCCCC[C@@H](C)O2,1,-16,-1.3,2,-21,4,0.2,-5
COc1ccc(CCN(C)C2CCCN(C(=O)c3ccnn3C)C2)cc1OC (stereo unspecified),2,16,3.2,-1,-18,-6,0.0,-1
CC12CCC(C(=O)N(c3ccc(Cl)cc3)C1=O)C2(C)C (stereo unspecified),-9,nt,nt,2,0,-6,-0.5,nt
COCCN(C[C@@H]1[C@@H](c2ccccc2)[C@H](CO)N1C(C)=O)C(=O)c1ccccc1,-7,11,-0.3,0,10,2,0.1,-2
CC(C)c1ccc(-c2nc3c([nH]2)c(=O)n(C)c(=O)n3C)cc1,-5,4,nt,nt,nt,-9,nt,7
O=C(COc1ccc(NS(=O)(=O)c2ccc(F)cc2)cc1)N1CCOCC1,-1,5,-1.1,-3,-9,nt,0.1,nt
CO[C@H]1CN(C)C(=O)c2ccc(NC(=O)CC(F)(F)F)cc2OC[C@H](C)N(C(=O)C2CCCCC2)C[C@@H]1C,nt,3,0.0,2,-29,nt,-0.5,nt
CO[C@H]1CN(C)C(=O)c2cc(NC(=O)C3CCCC3)ccc2OC[C@@H](C)N(C(=O)CC2CC2)C[C@H]1C,3,-7,-0.6,1,1,-1,0.0,-3
CC(=O)c1c(C)nc(Nc2nc(C)c3cc(C)ccc3n2)nc1C,-5,3,-0.2,-3,-2,nt,0.5,nt
CCC(CO)Oc1cc(NC(=O)c2cccc(OC)c2)c2ncn(C(C)C)c2c1 (stereo unspecified),15&0,30,4.1,1,-2,-10&-3,0.1,9
CCN(CCCNC(=O)C1CCN(C(=O)c2cc3sccc3n2C)CC1)Cc1ccccc1,-1,14,-1.7,-1,-9,4,0.0,-10
C[C@@H]1CN([C@H](C)CO)C(=O)Cc2cc(NS(=O)(=O)c3ccccc3)ccc2O[C@@H]1CN(C)C(=O)Nc1ccc2c(c1)OCO2,nt,-7,-1.2,nt,nt,nt,0.0,1
O=C(C[C@H]1C[C@H]2c3cc(NC(=O)Cc4ccncc4)ccc3O[C@H]2[C@H](CO)O1)NCc1ccccc1,1,-9,1.1,-1,-17,6,0.1,5
Cc1ccn2c(=S)[nH]nc2c1,nt,4,-0.6,23,-40,7,0.2,3
C[C@@H]1CCCCO[C@H](CN(C)C(=O)CCC(F)(F)F)[C@H](C)CN([C@@H](C)CO)C(=O)c2cc(NC(=O)CCCN(C)C)ccc2O1,14,31,0.9,nt,nt,11,0.3,-1
Cc1ccc(Cn2cc(CN3CC(N4CCN(C)CC4)CS3(=O)=O)nn2)cc1 (stereo unspecified),nt,4,0.0,nt,-10,nt,0.1,nt
COc1ccc(S(=O)(=O)NCc2nc3nc(C)cc(C)n3n2)cc1OC,0,6,-1.6,7,-17,20,0.0,-7
O=C(CNS(=O)(=O)c1ccccc1)NCC(=O)N1CCCCC1,5,4,2.2,-1,-20,-1,0.0,-6
O=C(NCc1cccnc1)c1ccc(NC(=O)c2cccc([N+](=O)[O-])c2)cc1,27,0,1.8,-4,-22,-15,0.5,-20
O=C(CNC(=O)C12CC3CC(CC(C3)C1)C2)N/N=C\c1ccccn1,-3,-2,-0.2,1,3,1,0.0,0
CO[C@H]1CN(C)C(=O)c2cc(NC(=O)C3CC3)ccc2OC[C@@H](C)NC[C@H]1C,-7,15,0.6,-5,-5,-3,0.2,2
Cc1ccc(CN(C)Cc2cc(=O)oc3cc(C)c(Cl)cc23)cc1,-2,-4,-2.1,-1,-8,-1,0.0,-9
COC(=O)c1sccc1NC(=O)Nc1ccc(C)cc1C,-5,5,2.1,0,-8,-1,0.0,8
CN(C1CCCCC1)S(=O)(=O)c1ccc(SCC(=O)C(C)(C)C)nc1,-4,nt,1.7,-4,-18,-7,0.0,10
CSC(SC)=C(C#N)C(=O)c1ccccc1,-2,-21,-2.6,1,-5,-17,0.7,nt
Cc1ccc(-c2csc(NC(=O)c3ccccc3Cl)c2C(=O)O)cc1,0,11,-0.3,1,-16,-13,0.0,20
O=C(OCCN1CCOCC1)c1cccc(F)c1,0,1,nt,-2,-14,3,0.0,-3
